Screening results as filed in PubChem BioAssay.
MBNL1-CUG inh: blocks human MBNL1 binding to CUG repeat RNA; Potency, µM (series often up to 57.5 µM), inactives show top-dose activity change, negative = inhibition, usual class: inhibitors; 0.036% of 280,000 active; TR-FRET MBNL1-His/biotin-(CUG)12 binding, 665/545 ratio; active means well fitted inhibition curve with a large enough effect in the signal ratio, with a control signal flat, not every such curve was filed as active; inconclusive means small, poorly fitted or top-dose-only effect, or effect the other way, or a change in a side signal; inactive means no such curve, though single readings can be large or run the other way; the % refers to the signal ratio; further: potency means the concentration at half of the fitted maximal effect; on the % scale 0 is the no-effect control and ±100 the full control effect
Target sequence (Q9NR56 whole entry, looked up): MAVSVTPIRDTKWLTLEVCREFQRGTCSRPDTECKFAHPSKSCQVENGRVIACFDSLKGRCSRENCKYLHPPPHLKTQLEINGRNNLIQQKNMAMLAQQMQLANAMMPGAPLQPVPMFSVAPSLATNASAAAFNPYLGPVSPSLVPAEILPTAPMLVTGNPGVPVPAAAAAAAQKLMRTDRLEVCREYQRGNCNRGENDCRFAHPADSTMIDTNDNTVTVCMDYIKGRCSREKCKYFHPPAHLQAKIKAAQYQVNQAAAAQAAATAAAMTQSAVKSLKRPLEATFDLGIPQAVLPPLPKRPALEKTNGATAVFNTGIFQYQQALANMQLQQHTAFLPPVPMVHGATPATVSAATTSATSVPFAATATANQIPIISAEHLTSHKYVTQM
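Compound titration spanned 92 nM–58 uM against the MBNL1-His/biotin-(CUG)12 complex. After 60 min at room temperature with 5 nM streptavidin-XL665 and 0.055 ng/ul terbium anti-His, ratiometric 665/545 nm emission (Ex 340 nm) normalized to controls.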
USP2a block: USP2a (human) protease inhibition; O75604; USP2 core, Ub-CHOP2 coupled fluorogenic reporter, 485/531; Potency, µM (doses to about 38.3 µM), without a hit: at the highest dose activity change, negative = inhibition, actives largely listed as inhibitors; 0.01% of 330,000 active; AID 463254;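 further: potency means the concentration at half of the fitted maximal effect; plate controls were DMSO wells for no effect and full inhibition by NEM control for full effect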
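Cell-free coupled assay: 10nM USP2 core preincubated 30min RT with compound in Tris-HCl pH 8.0/CaCl2/CHAPS buffer, then 25nM Ub-CHOP2 and 25nM reporter substrate; fluorescence (Ex 485/Em 531) read after 60min RT, normalized to NEM inhibition, concentration-response curves fitted.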
BCR signal inh: inhibitors of chronic active B-cell receptor signaling | 0.05% of 340,000 active | Potency, µM (highest dose often 46.1 µM), without a hit: top-dose ratio change, negative = lower green/red ratio, usual class: inhibitors | ABC-DLBCL IkBa-CBG/CBR reporter, luminescence ratio, 4 h | AID 493014; active means well fitted inhibition curve with a large enough effect in the signal ratio, with a control signal flat, not every such curve was filed as active; inconclusive means small, poorly fitted or top-dose-only effect, or effect the other way, or a change in a side signal; the % refers to the signal ratio;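 further: potency means the concentration at half of the fitted maximal effect; plate controls were basal doxycycline-induced cells for no effect and cells given 10 µM MG132 for full effect; MG132 reads +100%, hits lower the ratio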
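Cell line TMD8 (human ABC DLBCL), stably expressing tet-inducible CBG68-IkBa fusion and CBR; IMDM/0.5% FBS; cpd up to 46 uM; dox induction, 4 h, 37C/5% CO2; dual luminescence; green/red ratio; MG132 control.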
Mito fusion act: inhibitors of mitochondrial division or activators of mitochondrial fusion. Potency, µM (top dose mostly 46.1 µM), for inactives: at the highest dose growth rescue (activation), hits mostly activators. 0.23% of 320,000 active. S. cerevisiae fusion-defective mutant growth rescue, CellTiterGlo 48 h. AID 485298;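 further: potency means the concentration at half of the fitted maximal effect; % of control where 0% means no effect; nearly all actives have a fitted effect of over 45% in size; temperature-sensitive fusion mutants such as fzo1-1 at 37 °C on non-fermentable ethanol glycerol medium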
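Yeast fusion mutant, YPEG (non-fermentable carbon), compound, 48 h at 37C non-permissive; CellTiterGlo added, 10 min RT, luminescence read. Rescued growth = division inhibition.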
PKM2 act: PKM2 (human) enzyme activation. Potency, µM (titrated, usually from 57.5 µM), inactives show at the top dose activation, most hits filed as activators. purified PKM2, Kinase-Glo ATP luminescence, activation; response scale: 0% is enzyme alone, no compound. P14618. AID 1631. 0.34% of 260,000 active; further: potency means the concentration at half of the fitted maximal effect; on the % scale 0 is the no-effect control and ±100 the full control effect; nearly all actives have a fitted effect of over 55% in size
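ATP formation by purified human PK-M2, quantified via coupled luciferase luminescence after 1 h at room temperature with 0.1 mM ADP and 0.5 mM PEP final.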
Eya2 phos inh: inhibitors of human Eya2 phosphatase activity; O00167; recombinant Eya2, OMFP fluorescence dephosphorylation (OMFP is methylfluorescein phosphate); Potency, µM (titrated, usually from 76.9 µM), for inactives: at the highest dose activity, negative = inhibition, actives largely listed as inhibitors; 0.006% of 330,000 active; AID 488837; further: potency means the concentration at half of the fitted maximal effect; on the % scale 0 is the no-effect control and ±100 the full control effect
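Eya2 protein (added as 0.2 uM solution) was preincubated with compound for 10 min at ambient temperature in 50 mM HEPES pH 7.5, 50 mM NaCl, 5 uM MgCl2, 0.05% BSA, 1 mM DTT. OMFP (added at 50 uM) then reacted 10 min; fluorescence read at 485/525 nm.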
Menin-MLL TR inh: inhibitors of human menin-MLL interaction, mutant MLL peptide; Potency, µM (titrated, usually from 61.6 µM), for inactives: at the highest dose FP activity change, negative = inhibition, actives largely listed as inhibitors; Menin + Texas Red MLL mutant peptide, fluorescence polarization; 0.23% of 270,000 active; O00255; active means well fitted inhibition curve with a large enough effect in the polarisation, with a control signal flat, not every such curve was filed as active; inconclusive means small, poorly fitted or top-dose-only effect, or effect the other way, or a change in a side signal; inactive means no such curve, though single readings can be large or run the other way; the % refers to the polarisation; further: potency means the concentration at half of the fitted maximal effect; % of control where 0% means no effect; many of its hits are not listed in these tables
ASM inhibitor: inhibitors of human secretory acid sphingomyelinase; Potency, µM (doses to about 57.5 µM), inactives show top-dose activity change, negative = inhibition, most hits filed as inhibitors; P17405; placental ASM, HMU-PC fluorogenic substrate, 60 min; 0.006% of 340,000 active; further: potency means the concentration at half of the fitted maximal effect
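Steps: dispense placental human ASM, pin compound, wait 10 min at room temperature, add HMU-PC0 substrate at 9 uM final, incubate 60 min at 37 °C, add stop solution raising pH to 10, read fluorescence.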
GALK inh: galactokinase (human) inhibition; Purified GALK, Kinase-Glo residual ATP luminescence; P51570; 0.007% of 270,000 active; Potency, µM (doses to about 57.5 µM), without a hit: at the top dose activity change, negative = inhibition, hits mostly inhibitors; AID 1868; further: potency means the concentration at half of the fitted maximal effect; on the % scale 0 is the no-effect control and ±100 the full control effect
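Quantitative HTS: GALK 5 nM, ATP 35 uM, galactose 100 uM, 1 h room temperature, then luciferase-based ATP detection.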
hERG WT inh: inhibitors of human wildtype KCNH2 potassium channel; 0.37% of 340,000 active; activity change, % at 1.84 µM; U2OS, BacMam KCNH2, thallium flux FluxOr; active compounds read low;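 active means maximum activity change below -70%; inconclusive means maximum activity change between -70% and -50%; inactive means maximum activity change above -50%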; further: on the % scale 0 is the no-effect control and ±100 the full control effect
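U2OS cells transduced with wild-type KCNH2 virus are loaded with FluxOr dye for 45 min, and thallium flux is measured in kinetic reads before and after stimulation buffer. Rate constants are normalized to DMSO controls.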
TSHR antagonist: human thyrotropin receptor antagonism; TSHR-expressing cells, TSH-stimulated cAMP HTRF, 2 h; active compounds read low; P16473; activity change, negative = inhibition, % at 11.5 µM; 0.2% of 330,000 active; AID 504810;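 active means activity change below a set negative limit, meaning inhibition stronger than a set level, cut at about -70% in these data; inconclusive means activity change between two set negative limits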; further: on the % scale 0 is the no-effect control and ±100 the full control effect
Target sequence (P16473 whole entry, looked up): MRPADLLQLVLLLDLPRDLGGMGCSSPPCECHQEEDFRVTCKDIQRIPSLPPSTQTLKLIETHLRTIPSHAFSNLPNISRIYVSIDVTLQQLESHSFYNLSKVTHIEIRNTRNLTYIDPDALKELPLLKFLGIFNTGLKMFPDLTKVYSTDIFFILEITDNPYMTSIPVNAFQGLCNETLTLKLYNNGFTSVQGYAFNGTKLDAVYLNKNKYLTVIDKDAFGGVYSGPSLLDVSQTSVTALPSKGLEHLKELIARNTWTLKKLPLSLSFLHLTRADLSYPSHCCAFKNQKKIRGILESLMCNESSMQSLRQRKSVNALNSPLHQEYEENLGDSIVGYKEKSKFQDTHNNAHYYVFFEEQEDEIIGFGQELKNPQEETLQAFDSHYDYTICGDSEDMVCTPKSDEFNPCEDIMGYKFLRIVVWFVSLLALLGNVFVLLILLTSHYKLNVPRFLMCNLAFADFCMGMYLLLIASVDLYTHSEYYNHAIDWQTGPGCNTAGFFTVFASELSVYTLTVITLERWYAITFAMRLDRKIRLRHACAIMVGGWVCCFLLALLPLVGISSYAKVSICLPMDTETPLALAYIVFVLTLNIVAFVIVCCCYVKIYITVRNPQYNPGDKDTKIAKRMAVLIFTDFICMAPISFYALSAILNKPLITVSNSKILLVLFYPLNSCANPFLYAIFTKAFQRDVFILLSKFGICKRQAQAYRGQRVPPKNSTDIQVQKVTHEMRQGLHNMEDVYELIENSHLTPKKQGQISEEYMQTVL
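TSHR-expressing cells, 200/well, pre-treated with compound, then stimulated with EC80 TSH (4nM final) for 2 hours at 37 deg C. cAMP measured by competitive HTRF: anti-cAMP cryptate antibody in lysis buffer plus cAMP-d2, read after 30 minutes at room temperature.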
An asterisk follows results filed as active; ? = inconclusive; . = not tested or not shown; & = joins results of further samples; [ ] = dose if it differs, or a comment. Unless noted, the call rests on the fitted dose curve; in most records, active means well fitted curve in the direction sought with a large enough effect; inconclusive means small, poorly fitted or top-dose-only effect, or another doubt; inactive means no such curve, though single readings can be large; an effect the other way counts as inactive or inconclusive.

SMILES	MBNL1-CUG inh	USP2a block	BCR signal inh	Mito fusion act	PKM2 act	Eya2 phos inh	Menin-MLL TR inh	ASM inhibitor	GALK inh	hERG WT inh	TSHR antagonist
C[C@H](CO)NC(=O)[C@@H]1C[C@H]1[C@@H](NP(=O)(c1ccccc1)c1ccccc1)c1ccccc1	-23.0%	0.6%	?	1.9%	1.4%&0.8%	-3.1%	1.4%&1.3%	0.4%	.	-28.5	-2.6
CC(C)OCCCNC(=O)c1ccc(CN2CCc3ccccc3C2)cc1	-2.1%	3.0%	-1.8%	-1.3%	-1.4%	-0.2%	-3.3%	2.3%	1.8%	0.0	-5.0
O=C(C1CC(=O)N(c2ccc(Br)cc2)C1)N1CCCC1 (stereo not drawn)	46.9%[activator]	0.0%	?	0.2%	0.9%	8.4%	.	-4.7%	-3.1%	1.1	7.1
Cc1ccc(CCC(=O)Nc2ccc([N+](=O)[O-])cc2)o1	?	0.4%	4.0%	0.7%	-0.3%	-25.2%	24.3%	0.2%	4.4%	2.1	-5.2
CCc1cccc(NC(=O)CSc2nc3c(c(=O)[nH]2)CCCC3)c1	-4.0%	3.7%	2.4%	-5.6%	9.3%	-4.9%	12.0%	.	.	.	-2.9
O=C(c1cn(-c2ccccc2)nc1-c1ccccc1)N1CCOCC1	-12.9%	-0.1%	?	6.2%	-5.4%	5.0%[15.4 µM]	-8.8%	4.0%	2.3%	-25.6	-0.3
Cc1noc(C)c1S(=O)(=O)N1CCCC(C(=O)NCCC2=CCCCC2)C1 (stereo not drawn)	6.5%	-0.3%	-1.6%	0.1%	-5.6%	9.8%	-6.1%	1.4%	-0.4%	21.2	-5.7
NC(=O)c1ccc2c(=O)c(O)c(-c3cc(Cl)c(N)c(Cl)c3)[nH]c2c1	-0.1%	-14.1%	16.5%	2.5%	8.6%	-4.5%	?	113.1%[activator]	.	0.5	6.6
CCOC(=O)c1ccc(NC(=S)NCCc2ccccc2F)cc1	-1.3%	-8.1%	?	-1.8%	0.0%	-2.8%	51.8%[activator]	-2.8%	-2.2%	-4.5	-14.6
C=C[C@H]1[C@H](O[C@@H]2O[C@H](CO)[C@@H](O)[C@H](O)[C@H]2O)OC=C2C(=O)OCC[C@]21O	.	4.5%	3.3%	.	.	1.4%	.	4.1%	.	9.1	0.0
Cn1ccsc1=NC(=O)c1cc(S(=O)(=O)N2CCOCC2)ccc1F	.	0.5%	-4.7%	2.4%	.	-18.6%	.	.	.	-0.1	-5.2
Fc1cccc(F)c1-n1c(CN2CCCCC2)csc1=S	-1.4%	0.4%	1.2%	-4.6%	-1.1%	5.5%	10.5%	5.5%	7.6%	-9.2	-22.8
CCN1CCCC1CNC(=O)C(=O)NC(C)c1ccccc1 (stereo not drawn)	10.3%	1.8%	10.3%	1.2%	9.5%	-6.3%	17.7%	-1.1%	2.6%	-1.1	-1.4
C=CCN1C=C2C(=O)C(C)(OC(=O)C3CCCC3)C(=O)C=C2C=C1c1ccsc1 (stereo not drawn)	?	-4.5%	7.5%	14.9%	-10.0%[11.5 µM]	-0.1%	-18.4%[11.7 µM]	10.7%	-1.3%	15.7	-5.7
Nc1nnc(SCC(=O)OCC(=O)Nc2ccccc2)s1	3.2%	1.0%	1.4%	2.1%	1.1%	6.7%	6.5%	0.0%	0.7%	.	-5.1
O=C(COC(=O)/C=C/c1ccc(OC(F)F)cc1)Nc1ccc(N2CCOCC2)cc1	.	-1.8%	6.4%	2.8%	.	15.3%	.	-0.2%	.	22.6	-3.4
COc1ccc2sc(C)nc2c1NC(C)=O	12.5%	0.6%	2.4%	0.3%	-1.2%	0.2%	-7.0%	1.7%	-0.9%	1.6	-3.5
COc1ccc(NC(=O)c2ccc3c(=O)n(-c4ccc(OC)cc4OC)c(=S)[nH]c3c2)cc1	2.7%	-8.5%	4.6%	6.4%	3.1%	5.5%	-11.0%	-2.0%	-1.8%	8.6	-21.0
CN(C(=O)c1cccc(NC(=O)Cc2cccc([N+](=O)[O-])c2)c1)C1CCC1	.	1.7%	1.3%	.	.	-5.6%	.	1.7%	.	.	-3.9
COCCN1Cc2cccc(C(=O)Nc3c(C)cc(C)cc3C)c2C1=O	-0.6%	1.8%	-1.9%	-1.3%	4.0%	-1.1%	-18.2%	-1.5%	-0.5%	-1.0	23.8
COC(=O)c1cc(C(=O)N2CCN(c3cccc(Cl)c3)CC2)cc([N+](=O)[O-])c1	?	0.6%	?	17.5%	-2.2%	-1.5%	?	-1.3%	11.9%	30.2	1.2
COC(=O)Cc1[nH]c(=S)[nH]c1C(=O)OC	3.0%	2.5%	?	-0.7%	-4.0%	5.3%	.	9.1%	5.7%	7.3	0.8
CC(=O)/C(C[N+]1(C)CCCCC1)=N\O	-0.6%	1.3%	14.4%	-2.7%	-4.8%	9.4%	-1.5%	-1.2%	-1.6%	5.0	-0.9
N#C/C(=C/c1ccc(Br)s1)C(=O)NCCc1c[nH]c2ccccc12	.	1.6%	?	4.9%	6.2%	3.0%	?	-24.4%	0.7%	-73.5*	-16.5
O=C(Nc1ccccc1)N(C1=NCCCCS1)c1ccccc1	-1.4%	0.2%	-22.2%	-1.9%	2.0%	12.4%	-10.9%	2.1%	-5.3%	-2.7	13.8
CCN1C(=O)/C(=C/c2nc3ccccc3c(=O)n2-c2ccccc2)c2ccccc21	3.8%	1.3%	2.5%	5.8%	12.8%	5.9%	?	-17.5%	-1.9%	?	-17.7
COc1ccc(CC(=O)Nc2nc(-c3ccccc3)c(C(C)=O)s2)cc1OC	?	-5.4%	?	-0.5%	.	14.4%	35.2%[activator]	-5.2%	0.1%	-1.7	-20.9
CN(C)C(CNC(=O)c1ccc(S(=O)(=O)Nc2ccccc2)cc1)c1ccco1 (stereo not drawn)	.	0.4%	10.9%	1.1%	.	-0.8%	.	13.3%	.	19.6	-3.7
CCCCc1cc(=O)oc2cc(OCC(=O)N3CCOCC3)ccc12	0.1%	-0.4%	0.1%	1.3%	.	8.1%	-1.8%	2.3%	0.8%	-7.1	1.0
COc1ccccc1NS(=O)(=O)c1ccc(C(=O)NCc2ccncc2)cc1	.	0.7%	-0.8%	-5.6%	.	3.3%	.	1.8%	.	.	8.1
CC(NC(=O)Cn1ccsc1=N)C12CC3CC(CC(C3)C1)C2 (stereo not drawn)	2.6%	3.1%	-0.4%	2.4%	-22.3%	0.9%	12.5%	-1.6%	2.3%	4.5	-9.7
O=C(C(=O)N1CCN(c2ccc(F)cc2)CC1)c1c[nH]c2ccccc12	-0.8%	2.0%	?	4.7%	-2.6%	11.8%	1.5%	5.3%	-1.1%	-23.9	0.6
O=C(c1cccs1)N(Cc1nc2sc3c(c2c(=O)[nH]1)CCCC3)C1CCCC1	-7.1%	.	.	?	5.2%	.	-23.6%	-18.1%	1.4%	9.9	.
Cc1ccc(/C=C2/C(=N)N3N=C(CC(=O)N4CCCC4)SC3=NC2=O)o1	?	2.3%	-14.4%	-4.0%	.	7.5%	.	-7.8%	-1.5%	1.4	-9.8
CN(C(=O)C(Cl)Cl)c1ccc(OC(=O)c2ccco2)cc1	-22.5%	8.4%	5.8%	?	3.5%	-15.9%	-12.2%	-1.8%	0.8%	-23.1	27.1
COc1ccc(Cn2c(=O)c3[nH]cnc3n(-c3ccccc3C)c2=O)cc1	.	-0.7%	15.8µM*	2.7%	-1.5%	2.9%	.	1.7%	-1.0%	3.2	5.8
CC(C)CN1CCN(Cc2cn(C)c3ccccc23)CC1CCO (stereo not drawn)	0.6%	4.3%	0.1%	1.7%	-5.1%	-2.6%	-18.9%	3.8%	0.7%	17.7	-3.2
CCC(CC)c1nnc(NC(=O)c2cccc(S(=O)(=O)N3CCc4ccccc43)c2)s1	-5.5%	-8.7%	1.5%	3.8%	1.8%	7.1%	-1.6%	-5.1%	-1.4%	-0.5	-3.8
Cc1ccc(C)c(Oc2ncnc(N)c2[N+](=O)[O-])c1	?	2.6%	-10.4%	-7.8%	-19.8%	-1.7%	-27.8%	3.2%	1.5%	-0.9	15.7

Some of the compounds tested; rates above refer to the full screens.
